RXFP1 antagonist – RXFP1 (human) relaxin receptor antagonism; HEK293-RXFP1, relaxin-stimulated cAMP HTRF, 30 min; hits give low values; activity change, negative = inhibition, % at 57.5 µM; actives 0.59% (n = 350,000); AID 1259400;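 active = activity change of -60% or lower, but not beyond a set lower limit; inconclusive = change between -60% and -40%, or beyond the set limit; inactive = change above -40%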; also: % is scaled to controls: 0 for no effect and ±100 for the full control effect
D1 ag – activates the human D1 dopamine receptor; P21728; HEK293 T-REx D1 cells, calcium flux, agonist mode; activation, % at 2 µM; actives 1% (n = 360,000); AID 504660; also: 0% is about no effect
Target sequence (P21728 whole entry, looked up): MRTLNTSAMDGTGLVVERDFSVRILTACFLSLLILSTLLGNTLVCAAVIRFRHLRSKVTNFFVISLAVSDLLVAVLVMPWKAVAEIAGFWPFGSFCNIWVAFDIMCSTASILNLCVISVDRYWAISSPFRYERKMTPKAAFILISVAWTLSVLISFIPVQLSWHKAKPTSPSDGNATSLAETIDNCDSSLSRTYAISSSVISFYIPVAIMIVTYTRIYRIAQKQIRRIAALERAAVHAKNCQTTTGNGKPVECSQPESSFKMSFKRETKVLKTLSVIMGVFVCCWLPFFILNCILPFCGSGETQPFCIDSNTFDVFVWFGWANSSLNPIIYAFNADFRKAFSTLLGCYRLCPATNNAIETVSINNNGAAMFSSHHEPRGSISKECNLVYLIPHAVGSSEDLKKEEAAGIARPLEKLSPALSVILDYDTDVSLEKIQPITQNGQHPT
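Inducible HEK293 T-REx D1 cells, force-coupled to calcium signalling, were plated at 4000 cells/well with tetracycline and held overnight at 30 C. After no-wash calcium dye loading, compound-evoked calcium rise over 180 s flagged agonists.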
TRHR agonist – agonists of human TRH receptor; P34981; TRHR cells, calcium flux fluo-8, FDSS agonist mode; activation, % at 2 µM; actives 0.18% (n = 360,000); also: 0% is about no effect
Target sequence (P34981 whole entry, looked up): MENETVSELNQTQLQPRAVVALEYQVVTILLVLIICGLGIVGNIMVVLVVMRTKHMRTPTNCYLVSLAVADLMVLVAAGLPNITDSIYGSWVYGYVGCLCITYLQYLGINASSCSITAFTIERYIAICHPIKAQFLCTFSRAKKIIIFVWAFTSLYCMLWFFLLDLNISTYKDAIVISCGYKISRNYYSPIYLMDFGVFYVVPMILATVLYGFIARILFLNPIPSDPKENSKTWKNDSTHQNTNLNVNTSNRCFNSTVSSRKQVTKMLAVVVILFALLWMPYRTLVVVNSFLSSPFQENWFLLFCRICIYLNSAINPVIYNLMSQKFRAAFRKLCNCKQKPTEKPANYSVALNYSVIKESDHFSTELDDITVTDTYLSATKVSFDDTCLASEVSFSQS
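Steps: seed TRHR cells overnight; add fluo-8 no-wash Ca dye, RT 30 min–1.5 h; record 10 s baseline; pin-transfer compounds; monitor fluorescence 1 cycle/s for the agonist window. Calcium increases flag candidate agonists.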
TRHR PAM – allosterically enhances the human TRH receptor; TRHR cells, fluo-8 calcium fluorescence, EC20 TRH enhancement; enhancement, % at 2 µM; actives 0.66% (n = 360,000); AID 493056; in the data active = enhancement above about 30%; also: 0% is about no effect
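Enhancer read-out: after compound pinning and an initial kinetic agonist-mode read, an EC20 of TRH (10 nM final) was injected and fluo-8 calcium signal (Ex 480/Em 530) followed at 1 s/cycle for 100 cycles in TRHR-expressing cells.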
D2 ag – agonists of human D2 dopamine receptor; P14416; HEK293 T-REx D2 cells, calcium flux agonist mode; activation, % at 2 µM; actives 0.53% (n = 340,000); AID 485358;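 active = activation over 3 SD above normal in the single-dose calcium agonist read, cut at about 30% in these data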; also: 0% is about no effect
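In this primary screen, compounds producing a positive calcium signal within 180 s of addition to tetracycline-induced, force-coupled HEK293 Trex D2 cells are flagged; cells are dye-loaded with a no-wash calcium kit beforehand.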
D2 potentiator – D2 dopamine receptor (human) potentiation | P14416 | HEK293 T-REx D2, calcium flux, EC20 dopamine potentiation | potentiation, % at 10 µM | actives 0.34% (n = 340,000);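 active = potentiation over 3 SD above the plate norm, cut at about 30% in these data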; also: 0% is about no effect
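Cells plated with tetracycline inducer and held overnight at 30 C; calcium dye loaded 30–90 min at room temperature; baseline taken, compound added and read 180 s; EC20 dopamine then added and read 180 s.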
D1 potentiator – potentiators of human D1 dopamine receptor. P21728. HEK293 TREx D1 cells, calcium flux, dopamine EC20 potentiation. potentiation, % at 10 µM. actives 0.036% (n = 360,000); in the data active = potentiation above about 30%; also: 0% is about no effect
D2 antagonist – antagonizes the human D2 dopamine receptor; HEK293 TREx D2 cells, calcium flux, dopamine EC80; inhibition, % at 10 µM; actives 2% (n = 340,000); AID 485344; in the data active = inhibition above about 30%; also: 0% is about no effect
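Inhibition of EC80 dopamine-driven calcium flux, recorded kinetically, defines activity here; cells are a tetracycline-induced HEK293 T-REx line expressing force-coupled D2.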
D1 antag – antagonists of human D1 dopamine receptor | P21728 | HEK293 TREx D1 cells, calcium flux, dopamine EC80; hits give low values | activity change, negative = inhibition, % at 10 µM | actives 3.2% (n = 360,000) | AID 504652; in the data active = activity change below about -30%; also: % is scaled to controls: 0 for no effect and ±100 for the full control effect
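Kinetic fluorescence of a calcium dye serves as the read-out. D1-expressing Hek293 Trex cells, induced overnight at 30 C, are exposed to compound for 180 s before an EC80 dopamine addition, then read 180 s further.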
Active calls of the source: *; ? = inconclusive; nt = no result given; & = joins results of further samples. Rule as the data show it, unless noted: active = activation above about 30%; inactive = the rest.

SMILES | RXFP1 antagonist | D1 ag | TRHR agonist | TRHR PAM | D2 ag | D2 potentiator | D1 potentiator | D2 antagonist | D1 antag
COc1ccccc1-c1nnc(SCC(=O)NC2CCCCC2)o1 | -19 | 0 | 0.4 | 4 | -0.1 | 6 | 3 | -3 | 8
C/C(=N\NC(=O)c1ccc(Cl)c(Cl)c1)c1ccccn1 | -1 | 4 | 0.1 | -2 | 1.4 | 8 | -2 | -10 | -38*
CC(=O)c1sc(N/N=C2\CC3CCC2(C)C3(C)C)nc1C (stereo not drawn) | -11 | 3 | -0.5 | 4 | -0.4 | -11 | 6 | -5 | 0
Cc1ccccc1C(=O)N1CCC(C(=O)Nc2nc3ccc(F)cc3s2)CC1 | -24 | 10 | 1.7 | 8 | 1.2 | 3 | -6 | -12 | -17
CCC(=O)Nc1ccc(OCC2CCCO2)cc1 (stereo not drawn) | 3 | -2 | 0.4 | -2 | 1.3 | -3 | 3 | 2 | -7
CCCc1nnc(SCCSc2nnc(CCC)n2N)n1N | -10 | 12 | -1.1 | 2 | -0.4 | 2 | -1 | -6 | -32*
Cc1nc2cc(NC(=O)N3c4ccccc4CC3C)ccc2n1C (stereo not drawn) | -25 | 0 | -0.1 | -2 | 0.0 | -6 | 0 | 2 | 0
O=C(CSc1n[nH]c(=O)n1Cc1ccco1)c1ccc(F)cc1 | 4 | 1 | -1.9 | -4 | -0.1 | 8 | 2 | -14 | -9
CN(CC1CCOCC1)C(=O)CC1C(=O)NCCN1Cc1ccc(Cl)c(F)c1 (stereo not drawn) | -2 | 2 | 0.6 | 16 | 1.1 | 9 | 0 | -11 | 0
O=c1[nH]c(CN2CCc3ccccc3C2)nc2ccccc12 | 6 | 0 | 0.3 | -11 | 0.6 | 7 | -6 | 6 | 8
Cc1nn(-c2ccccc2)c(N)c1N=Nc1cccc(S(=O)(=O)N2CCOCC2)c1 | 2 | 2 | -0.3 | -1 | 1.1 | -1 | -9 | -11 | -12
Cc1ccc(S(=O)(=O)NCCc2nnc(SCc3cccnc3)n2C)cc1 | -17 | -1 | 0.0 | 4 | -0.4 | 33* | 1 | 11 | -16
CSc1ccc(CN(C)C(=O)COc2ccc(C(=O)c3ccccc3)cc2)cc1 | -16 | 6 | 0.3 | 1 | -0.1 | 0 | -4 | -7 | -1
CCCc1nnc(NC(=O)CCC(=O)NCc2ccc(Cl)cc2Cl)s1 | -11 | 4 | 0.1 | -4 | 0.2 | 2 | 1 | 4 | 0
CS(=O)(=O)Nc1ccccc1C(=O)O | 0 | 3 | 1.2 | 5 | -0.7 | -3 | 11 | 5 | 4
O=c1c2c3c(sc2n(CCN2CCOCC2)c(=O)n1Cc1ccco1)CCCCC3 | -2 | 1 | -0.2 | 11 | -0.4 | 9 | 3 | -16 | -6
O=C(c1ccc(Cl)c(S(=O)(=O)N2CCCCCC2)c1)N1CCN(c2ccccc2O)CC1 | -22 | 2 | -0.4 | -3 | 0.9 | 10 | 6 | -4 | 15
CCOC(=O)CSc1nc2c(c(=O)n(C)c(=O)n2C)n1CCCc1ccccc1 | 3 | 0 | -0.3 | 2 | -1.0 | 6 | -3 | -4 | 5
Cc1ccc(CS(=O)(=O)CCC(=O)NCCCN2CCCC2=O)cc1 | 2 | 1 | 0.0 | 0 | 0.1 | -3 | -4 | 11 | 8
CCN(CC)C(=O)CSc1nnc(CCNC(=O)OC(C)(C)C)o1 | -5 | 3 | -0.1 | -2 | -2.6 | 6 | -4 | 3 | 5
C/C=C/C(=O)OCC(=O)Nc1c(Cl)cccc1Cl | 0 | 2 | -0.2 | -2 | -0.6 | 20 | 0 | -19 | -5
C=C1C(=O)[C@@]23[C@H](O)C[C@@H]4C(C)(C)CC[C@H](O)[C@]4(C)[C@@H]2C[C@H](O)[C@@H]1[C@H]3O | nt | 0 | 0.4 | 25 | nt | nt | 2 | nt | -9
COc1cc2cnncc2cc1OC | -5 | 2 | 1.1 | -3 | 1.8 | 0 | 0 | -34 | -1
O=C1c2oc3ccccc3c(=O)c2C(c2ccc(O)cc2)N1c1nccs1 (stereo not drawn) | -4 | -1 | -0.2 | 0 | 1.1 | 1 | -1 | 11 | 3
COc1ccccc1N1CCN(C(=O)c2n[nH]c3ccccc23)CC1 | 3 | 0 | 0.4 | 2 | 2.3 | 1 | 1 | -6 | 3
O=C1CCN(S(=O)(=O)c2ccccc2)CCN1CCOCc1ccc(Cl)cc1 | nt | 2 | -0.5 | -11 | -0.5 | -3 | -8 | 18 | 6
Cc1cc(NC(=O)c2ccccc2)n(-c2ccccc2)n1 | -2 | 0 | 0.4 | 10 | 1.3 | 4 | 1 | -7 | 0
Cn1c(=O)c2c(nc(NNC(=O)C(F)(F)F)n2C)n(C)c1=O | -13 | 2 | 1.0 | -4 | 7.0 | -9 | 0 | 3 | 16
CN1C(=O)CSc2ccc(NC(=O)N3CCOCC3)cc21 | 9 | 3 | 1.2 | 3 | 0.0 | -7 | 6 | 15 | 2
Nc1nc(-c2ccc(-n3nncc3-c3ccco3)cc2)cs1 | -6 | 2 | 1.1 | 0 | -1.1 | 4 | -3 | 11 | -24
CCCCCC(=O)Nc1ccc(C(=O)N/N=C/c2ccc([N+](=O)[O-])cc2)cc1 | -6 | 5 | 0.5 | -2 | 0.7 | -6 | -3 | 17 | -13
O=C(CSc1nc2ncc(Cl)cc2[nH]1)Nc1cccc(F)c1 | 16 | 13 | 0.4 | -14 | 0.6 | -6 | -5 | 17 | 5
Cc1ccc(NC(=O)COC(=O)CNC(=O)c2ccc(C)s2)cc1 | -28 | 0 | -0.4 | 4 | nt | nt | -5 | nt | -8
O=C(CSc1nnc(SCc2ccccc2)s1)N/N=C/c1c[nH]c2ccccc12 | -3 | 1 | 0.7 | 5 | -0.7 | nt | -1 | 2 | -12
CC1CCN(C(=O)COC(=O)c2cccc(NS(=O)(=O)c3ccccc3)c2)CC1 | 0 | -1 | -0.5 | 3 | 0.9 | -1 | -7 | 7 | 6
Cc1ccc2c(c1)N(CC(=O)N1CCCCCC1)C(=O)c1cccnc1O2 | -36 | 12 | -0.6 | 10 | -0.4 | 15 | -3 | 9 | -2
CN(C)c1ccc(C(=O)NCc2ccc3c(c2)CCN3C(=O)c2ccc(Cl)cc2)cc1 | -13 | 0 | -0.7 | 13 | 0.0 | 18 | -3 | nt | 4
CC1Sc2ccc(C(=O)Nc3ccccc3OC(F)F)cc2NC1=O (stereo not drawn) | -12 | 6 | 1.0 | 2 | -0.3 | 3 | -1 | 6 | 23
C=CCN(C(=O)Cc1cccs1)c1nc(-c2ccc(S(C)(=O)=O)cc2)cs1 | -5 | 5 | 0.0 | 10 | -1.0 | 7 | -4 | 9 | -1
CCOC(=O)c1ccc(NC(=O)C(=O)NCCc2ccc(OC)cc2)cc1 | ? | 1&2 | 0.8&-0.7 | -7&8 | 0.0&0.1 | 7&-8 | -4&4 | -12 | 1&3
CCCN1CCN(C(=O)c2noc3c2COc2ccc(C)cc2-3)CC1 | -12 | 15 | 0.2 | -1 | -0.3 | -3 | -3 | -28 | -27
CCCCN(CC)CCCNC(=O)c1nn(C)c2c1CS(=O)(=O)c1ccccc1-2 | 5 | -1 | -0.4 | -6 | -0.6 | 5 | -2 | nt | 5
COc1ccc(/C=C2/SC(=O)N(CCNC(=O)C3CCCN3C(=O)c3cccs3)C2=O)cc1 (stereo not drawn) | -12 | 0 | -0.6 | -2 | 0.5 | 9 | 0 | 16 | -14
COc1ccc(CCNC(=O)C2CCC(=O)N2S(=O)(=O)c2ccc(C)cc2)cc1 (stereo not drawn) | 3 | 0 | -1.8 | 7 | 0.3 | 8 | 0 | -16 | -3
COc1cccc(S(=O)(=O)NCc2ccc3c(c2)OCO3)c1 | 1 | -1 | -2.0 | 5 | -1.9 | 5 | 6 | -8 | 8

Sorted by the number under TRHR PAM (high to low): 3 of the compounds above.
mol | RXFP1 antagonist | D1 ag | TRHR PAM | D2 potentiator | D1 potentiator | D2 antagonist | D1 antag
C=CCN(C(=O)Cc1cccs1)c1nc(-c2ccc(S(C)(=O)=O)cc2)cs1 | -5 | 5 | 10 | 7 | -4 | 9 | -1
Cc1ccc(NC(=O)COC(=O)CNC(=O)c2ccc(C)s2)cc1 | -28 | 0 | 4 | nt | -5 | nt | -8
CCCN1CCN(C(=O)c2noc3c2COc2ccc(C)cc2-3)CC1 | -12 | 15 | -1 | -3 | -3 | -28 | -27

In another format: entries from further up
CSc1ccc(CN(C)C(=O)COc2ccc(C(=O)c3ccccc3)cc2)cc1
  RXFP1 antagonist: -16 | D1 ag: 6 | TRHR agonist: 0.3 | TRHR PAM: 1 | D2 ag: -0.1 | D2 potentiator: 0 | D1 potentiator: -4 | D2 antagonist: -7 | D1 antag: -1

CCCc1nnc(NC(=O)CCC(=O)NCc2ccc(Cl)cc2Cl)s1
  RXFP1 antagonist: -11 | D1 ag: 4 | TRHR agonist: 0.1 | TRHR PAM: -4 | D2 ag: 0.2 | D2 potentiator: 2 | D1 potentiator: 1 | D2 antagonist: 4 | D1 antag: 0

(listing goes on)
SMILES | RXFP1 antagonist | D1 ag | TRHR agonist | TRHR PAM | D2 ag | D2 potentiator | D1 potentiator | D2 antagonist | D1 antag
N#CCn1c2ccccc2c2nc3ccccc3nc21 | -7 | 2 | -0.1 | -1 | 1.2 | 7 | -1 | -17 | -4
CC(C)Cc1ccc(C(=O)Nc2ccc(Cc3ccncc3)cc2)o1 | -4 | 1 | -0.2 | 38* | 0.3 | -1 | -3 | -6 | 0
c1ccc2c(c1)Cn1nc(Cc3nc4c(s3)CCCC4)nc1-2 | 0 | 2 | 0.3 | 4 | nt | nt | 1 | nt | -4
O=C(NC1C2CC3CC(C2)CC1C3)C1CCCCC1 (stereo not drawn) | 0 | 3 | 1.4 | -2 | -0.4 | -1 | 4 | -21 | 9
Cc1ccc(OCC(=O)n2cnnc2N)c(C)c1 | nt | 1 | 0.5 | -6 | -0.5 | 2 | 12 | -2 | -13
Cc1cc(C)c(S(=O)(=O)NCC(c2ccco2)S(=O)(=O)c2cccs2)c(C)c1 (stereo not drawn) | -5 | 1 | 3.6 | -3 | nt | 16 | 3 | nt | nt
Cc1c(CN(C)C)c2c(n1Cc1ccccc1)C(=O)c1ccc(Br)cc1-2 | -32 | 6 | -0.1 | -3 | 0.4 | -7 | -5 | 12 | 5
Cc1nn2c(=O)cc(COC(=O)c3ccc(NC(=O)c4ccc(C(C)(C)C)cc4)cc3)nc2s1 | -5 | 3 | 0.9 | -5 | 1.4 | 0 | 3 | nt | -20
CC(C)(C)NC(=O)CCCCCCCC(=O)NC(C)(C)C | 16 | 3 | -0.4 | -7 | 0.0 | 11 | -3 | 17 | -6
COc1ccccc1NS(=O)(=O)c1ccc(C(=O)NCC(c2ccccc2OC)N(C)C)cc1 (stereo not drawn) | -15 | 2 | 0.2 | 3 | 0.1 | -5 | -5 | 3 | -1
Nc1nonc1NC(=O)CSc1nc2ccccc2s1 | -5 | 1 | -0.7 | 1 | 0.5 | -2 | -7 | 22 | -13
Cc1cc(C)c(NC(=O)CSc2nnnn2-c2cccnc2)c(C)c1 | 11 | 0 | -0.7 | 0 | -3.0 | nt | -7 | -1 | -19
O=C(Nc1ccc(NC(=O)C2CC2)nc1)c1ccccc1F | -9 | 3 | 0.4 | 5 | 0.9 | -4 | -3 | -5 | 0
